# Source: PubChem
# FXIa inh 1536: inhibitors of human coagulation factor XIa; P03951; purified FXIa, Boc-Glu-Ala-Arg-AMC fluorogenic substrate; inhibition, % at 5 µM; 220,000 tested, 0.14% active;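 active = inhibition of at least 40%; inactive = inhibition below 40%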;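 note: fluorescence of freed AMC excited at 355 nm; 0% = enzyme without compound and 100% = no enzyme blank; many of its hits are not listed in these tables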
# Furin inh: blocks human furin protease activity; P09958; purified furin, fluorogenic substrate cleavage; inhibition, % at 30 µM; 220,000 tested, 0.061% active; in the data active = inhibition above about 25%; note: inactives centre near -15
# KLK5 inh: blocks human kallikrein 5 protease activity. Q9Y337. recombinant hK5, fluorogenic AMC substrate cleavage. inhibition, % at 5 µM. 210,000 tested, 0.59% active. AID 873;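 active = inhibition of 40% or more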;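 note: 0% = enzyme controls without compound and 100% = no-enzyme blanks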
# Target sequence (Q9Y337 67-293 limits assumed): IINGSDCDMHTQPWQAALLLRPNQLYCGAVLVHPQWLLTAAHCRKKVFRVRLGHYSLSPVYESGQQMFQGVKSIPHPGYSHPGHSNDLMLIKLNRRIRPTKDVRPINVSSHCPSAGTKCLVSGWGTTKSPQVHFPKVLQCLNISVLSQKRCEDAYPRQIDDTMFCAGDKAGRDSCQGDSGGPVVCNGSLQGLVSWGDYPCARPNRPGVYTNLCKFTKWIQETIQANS
# FXIIa inh: blocks human coagulation factor XIIa protease activity; purified FXIIa, Boc-QGR-AMC fluorogenic substrate, 2 h; inhibition, % at 5 µM; 220,000 tested, 0.3% active; AID 800; in the data active = inhibition above about 40%;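 note: 0% = enzyme with no compound and 100% = blank without enzyme; many of its hits are not listed in these tables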
# Calpain2 inh: inhibitors of pig calpain II; purified calpain II, fluorogenic peptide substrate, 30 min; 220,000 tested, 0.37% active; inhibition, % at 16 µM;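 active = inhibition above about 50%, limit read from the data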
# Cl transport mod: KCC2 (human) Cl- transport modulation. AID 1456. 190,000 tested, 2.2% active. KCC2 cells, thallium flux FluoZin-2 fluorescence. B-score of Tl+ flux slope (higher = more flux/activation; lower = inhibition) at 10 µM;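 active = thallium flux slope and its plate-corrected score both differing from the plate sample mean at a set confidence after two filtering rounds, in either direction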;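 note: slope of fluorescence scaled to starting intensity during 10 to 20 s after thallium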
# Rad51 HR inh: Rad51 (human) homologous recombination inhibition | Q06609 | hRad51 DNA strand exchange, fluorescence dequenching | inhibition, % at 10 µM | 200,000 tested, 0.085% active | AID 1385;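 active = inhibition above 40% at the single screening dose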;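 note: 0% = DMSO control wells and 100% = blanks with heterologous ssDNA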
# Target sequence (Q06609 whole entry, looked up): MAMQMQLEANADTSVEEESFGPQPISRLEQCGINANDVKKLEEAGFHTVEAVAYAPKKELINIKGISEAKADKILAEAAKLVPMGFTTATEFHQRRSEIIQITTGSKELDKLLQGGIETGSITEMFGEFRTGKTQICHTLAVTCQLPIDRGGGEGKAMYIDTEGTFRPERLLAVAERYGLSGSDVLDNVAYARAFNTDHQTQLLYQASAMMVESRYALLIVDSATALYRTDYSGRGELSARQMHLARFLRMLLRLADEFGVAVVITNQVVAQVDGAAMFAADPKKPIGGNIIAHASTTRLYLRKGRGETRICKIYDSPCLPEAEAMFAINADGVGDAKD
#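 Test system: preformed human Rad51 ssDNA filaments; also added: Donor/quencher-labelled 47-bp dsDNA substrate; doses: 10 µM final, single point; times: 37 °C 15-min filament assembly, 30-min compound preincubation, 15-min exchange; detection: FRET fluorescence dequenching, excitation 485 nm, emission 520 nm; read-out basis: Fluorescence-based percent inhibition, control- and blank-normalised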
# PERK inhibitor: inhibitors of human PERK kinase; Q9NZJ5; CHO PERK-DD fusion, SEAP luminescence translation reporter; inhibition, % at 5.6 µM; 220,000 tested, 0.17% active; AID 1416;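 active = inhibition above the mean inhibition of all tested compounds plus 3 SD, set separately per screening campaign, cut at about 2.9% in these data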;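 note: PERK kinase domain activated by AP20187 dimerizer at 100 nM; 0% = DMSO with dimerizer and 100% = rapamycin at 8.4 µM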
# Thrombin inh: thrombin (human) inhibition | alpha-thrombin, Boc-VPR-AMC fluorogenic substrate cleavage | inhibition, % at 5 µM | 220,000 tested, 0.26% active | AID 1046;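 active = inhibition at or above 40%; inactive = inhibition below 40%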;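 note: 0% = enzyme with no compound and 100% = wells without enzyme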
#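 System: Human alpha-thrombin protein | Medium: pH 7.5 Tris (50 mM) with NaCl 150 mM, Tween 20 0.05% | Times: Enzyme reaction carried out at room temperature | Detection: AMC fluorescence, 355/460 nm | Evaluation: Percent inhibition scaled between no-compound controls and no-enzyme blanks | Benchmarks: Enzyme without compound as high, wells lacking enzyme as low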
# Starred values were filed as active, the others as inactive; i = inactive; / = no result given; [ ] = another dose, or the depositor's remark. The list is partial; count on the stated rates, not on these rows.
SMILES,FXIa inh 1536,Furin inh,KLK5 inh,FXIIa inh,Calpain2 inh,Cl transport mod,Rad51 HR inh,PERK inhibitor,Thrombin inh
CCS(=O)(=O)NCC(c1ccco1)N1CCN(c2ccccc2)CC1 (stereo unspecified),6,-17,-5,7,-12,0.65,8,0.7,-4
Cc1cc(C#N)c(SCC(N)=O)nc1-c1ccc(F)cc1,-2,-31,1,4,-38,0.36,22,0.8,7
Cc1cc(OCc2nc(-c3cccs3)no2)cc(C)c1Cl,-10,-4,0,4,15,/,3,-0.7,-5
Cc1ccc(NC(=O)CSC2=C(C#N)C(c3ccc4c(c3)OCO4)CC(=O)N2)cc1C (stereo unspecified),-3,-15,-26,-1,-12,-0.2,-2,0.0,-2
Nc1nn(-c2ccccc2)c(N)c1N=Nc1cccc(F)c1,1,-10,4,18,20,-1.1,-1,0.7,3
O=C(NCc1cccs1)c1cccc(S(=O)(=O)N2CCCCC2)c1,-3,-21,-15,3,26,-0.88,1,-0.4,-4
COc1ccccc1/C=N/NC(=O)c1cccc(NC(=O)c2ccccc2Cl)c1,-3,-13,-6,5,-88,-2.6,12,0.9,-4
O=C(Nc1ccccc1F)c1ccc(CSc2ccccc2)o1,-7,-9,-10,2,18,-5.1*,7,-0.2,-9
O=C1c2ccccc2C(=O)N1Cc1cnc(N2CCN(c3ccccc3)CC2)s1,-4,-27,-21,-5,16,1.6,13,0.7,1
COc1ccc(O)c(C2NC(CC(C)C)(C(=O)O)C3C(=O)N(Cc4ccccc4)C(=O)C23)c1 (stereo unspecified),-2,-14,21,10,24,0.39,7,0.8,19
S=C1NCN(Cc2ccco2)CN1CCc1ccccc1,-2,-19,-9,10,-10,0.0017,13,1.8,-9
COc1ccc(CC(=O)Nc2nnc(SCC(=O)NCc3ccco3)s2)cc1OC,-6,-29,2,8,-38,0.27,1,-0.6,-1
Cc1c(NC(=O)COC(=O)c2ccc(F)c(S(=O)(=O)N3CCOCC3)c2)c(=O)n(-c2ccccc2)n1C,-3,-25,2,6,9,-0.082,-8,0.2,-6
Cc1ccc(-c2csc(CC(N)=O)n2)cc1,3,-32,-1,6,-9,-0.55,4,0.1,4
O=[N+]([O-])c1ccc(N2CCOCC2)cc1NCc1ccccc1,6,-12[20 µM],-3,18,-2,/,-3,-0.7,5
COc1nn(-c2nc(-c3ccccc3)cc(C(F)(F)F)n2)cc1[N+](=O)[O-],11,-16,-13,25,-19,-0.098,-1,1.4,-4
Cc1cccc(-n2c(SCC(N)=O)nc3c(c2=O)C2(CCCCC2)Cc2ccccc2-3)c1,12,-11,-8,24,-120,4.9*,12,-0.5,0
Cc1ccc(OCC(=O)Nc2ccccc2Sc2ccc(Cl)cc2)c([N+](=O)[O-])n1,7,-7,21,7,40,-0.42,-4,-0.6,20
CCCNS(=O)(=O)c1ccc(-n2cnnn2)c(OC)c1,2,-26,-2,3,-16,0.02,/,0.5,-1
Cc1cc(C)c(S(=O)(=O)Nn2cnnc2)c(C)c1,3,-17,6,12,4,0.86,2,0.6,-4
COC(=O)c1nnn(-c2ccc(F)c(Cl)c2)c1C(=O)OC,8,-13,-17,4,13,0.7,3,0.6,1
CCCOCC1CC2(SC(=Nc3ccc(C)cc3)NC2=O)C(=O)O1 (stereo unspecified),-4,4[20 µM],4,6,20,/,-3,0.3,7
Cc1nccc2[nH]c(=O)c(C(=O)NCCCN(C)C3CCCCC3)cc12,4,-23,-7,-9,1,-0.3,5,0.1,-4
CCCCCCn1c(CN2CCN(CCO)CC2)nc2c1c(=O)n(C)c(=O)n2C,6,-2,2,13,6,0.67,2,-0.3,32
CC(=O)NC1=C(N(C)C2CCS(=O)(=O)C2)C(=O)c2ccccc2C1=O (stereo unspecified),1,-20,-5,1,15,1,-4,0.5,-4
CCN(CC)S(=O)(=O)c1cc(OC)c(C)cc1C,4,-25,1,/,-37,1.2,2,-0.3,-2
CCc1nc(N2CCN(S(C)(=O)=O)CC2)c2c3c(sc2n1)CCCC3,-1,-19,2,10,-12,-1.4,3,-0.4,-4
CCOC(=O)c1ccc2c(c1)n(CCO)c(C)[n+]2CC,21,-17,-12,31,5,/,-4,0.6,1
Cc1nc(SCc2cccc(Oc3ccccc3)c2)n[nH]1,-7,-1[20 µM],-16,2,10,-1.8,-12,0.9,-6
COc1ccc(S(=O)(=O)NC(CC(=O)NCCc2ccc(OC)c(OC)c2)c2ccco2)cc1 (stereo unspecified),-8,-13,-16,9,13,-0.091,-10,-0.9,-2
c1ccc(CSc2nnc3ccc(-c4ccco4)nn23)nc1,-7,-15,-11,-1,-316,-0.073,7,0.3,-2
CCc1ccc(NC(=O)N(CCCN2CCOCC2)Cc2cccs2)cc1,5,-28,1,9,7,0.5,/,-0.5,-8
Cc1ccc(Nc2nnc(SCC(=O)Nc3ncc(C(F)(F)F)cc3Cl)s2)cc1,-5,-14,-3,6,21,-2.7,-1,0.3,-10
O=C(O)Cc1ccc(NC(=O)C2CCCCC2C(=O)O)cc1 (stereo unspecified),16,-11,47*,16,12,-0.18,-2,1.6,15
COc1ccc2cc(C(=O)C3CCCN(C(=O)c4snnc4C)C3)ccc2c1 (stereo unspecified),2,-33,/,15,i,0.13,/,0.6,-1
COc1ccc(CNC(=O)c2csc(Cc3ccc(Cl)cc3)n2)cc1,-4,-15[20 µM],-19,10,21,/,/,-0.1,-3
Cc1cc(C)c(NC(=O)/C(C#N)=C/c2ccc(OCc3ccc(F)cc3)cc2)c(C)c1,4,-4,1,11,-1,0.13,2,0.3,-7
Cn1cnc2cc(NC(=O)c3ccco3)ccc21,-8,-23[20 µM],-3,-15,13,0.35,6,0.4,-4
CC(=O)Nc1ccc(CN2CCCCCCC2)cc1,-1,-38,-11,5,18,0.13,-5,1.3,-2
CCCOc1ccc(N2C(=O)CC(N(CCC)C(=O)CCC(=O)O)C2=O)cc1 (stereo unspecified),-5,-12,-7,4,-42,0.36,-1,-0.4,-2
COc1ccc2[nH]c(C)c(CCN(Cc3cccs3)C(=S)Nc3ccc(F)cc3)c2c1,4,-11,-5,17,-20,0.62,-1,-0.3,5
Nc1ncnc(NCc2ccccc2)c1[N+](=O)[O-],-1,3,-18,4,1,-0.44,/,0.2,-4
O=C(Nc1cccc2ccccc12)c1cnccn1,19,-14,-8,23,-12,0.99,-2,0.2,5
CCC(=O)N1CCc2cc(S(=O)(=O)NCCC(=O)N3CC=C(c4ccccc4)CC3)ccc21,-8,-10,9,12,1,/,0,-1.2,1
CCOC(=O)C1(C)NC(c2ccco2)C2C(=O)N(CC)C(=O)C21 (stereo unspecified),-7,-13,-3,6,3,-0.24,4,1.5,-10
CCCCC1(CCCC)NC(=S)N(Nc2ccc(C)cc2)C1=O,6,-22[20 µM],-22,13,11,0.34,-3,0.1,-4
COc1ccc(S(=O)(=O)N(CC(C)C)CC(C)C)c2cccnc12,0,-15,-8,11,-17,-0.68,-2,-0.8,-8
CC(=O)Nc1ccc(NC(=O)COC(=O)Cc2c[nH]c3ccccc23)cc1,12,-27,-6,18,-7,0.8,-39,1.2,0
COc1ccccc1-n1c(CNC(=O)c2ccco2)nnc1SCC(=O)Nc1nccs1,-1,-35,0,4,11,1,-11,0.7,4
COCCNC(=O)Nc1ccc(F)cc1,-7,-15,-13,-3,-12,1.3,-5,0.3,-5

# Four entries from above, set out differently.
# Every second line gives: FXIa inh 1536 | Furin inh | KLK5 inh | FXIIa inh | Calpain2 inh | Cl transport mod | Rad51 HR inh | PERK inhibitor | Thrombin inh
> CCC(=O)N1CCc2cc(S(=O)(=O)NCCC(=O)N3CC=C(c4ccccc4)CC3)ccc21
 : -8 | -10 | 9 | 12 | 1 | / | 0 | -1.2 | 1
> CCc1nc(N2CCN(S(C)(=O)=O)CC2)c2c3c(sc2n1)CCCC3
 : -1 | -19 | 2 | 10 | -12 | -1.4 | 3 | -0.4 | -4
> CCCNS(=O)(=O)c1ccc(-n2cnnn2)c(OC)c1
 : 2 | -26 | -2 | 3 | -16 | 0.02 | / | 0.5 | -1
> Cc1ccc(Nc2nnc(SCC(=O)Nc3ncc(C(F)(F)F)cc3Cl)s2)cc1
 : -5 | -14 | -3 | 6 | 21 | -2.7 | -1 | 0.3 | -10

# (listing goes on)
SMILES,FXIa inh 1536,Furin inh,KLK5 inh,FXIIa inh,Calpain2 inh,Cl transport mod,Rad51 HR inh,PERK inhibitor,Thrombin inh
O=C(/C=C/c1ccco1)N(c1ccccn1)c1ccccn1,-9,-10,-15,6,-9,-0.08,-1,0.1,-16
Cn1c(=O)c2c(nc(NN=C3CCCC3)n2C)n(C)c1=O,1,-19,0,7,-16,0.16,-1,0.5,1
CCOC(=O)N/N=C/c1cn(Cc2ccc(Cl)cc2)c2ccccc12,9,-13,-3,6,18,0.3,5,0.1,-3
CCOC(=O)c1nnn(-c2nonc2OC)c1-c1ccccc1,4,-18,-18,3,5,-1.3,3,0.2,-3
Cc1cc(C(=O)COC(=O)c2ccc(O)cc2)c(C)n1CC1CCCO1 (stereo unspecified),-7,-9,-1,9,-13,-1.3,-1,-0.6,-7
CCC(=O)Nc1cc(-c2nn(C)c(=O)c3ccccc23)ccc1N1CCOCC1,2,-17[20 µM],-8,14,14,/,/,-2.4,-2
CC1CCN(C(=S)NC(=O)C2CCCCC2)CC1,0,-7,-17,13,21,1.9,0,1.8,2
CCOc1ccccc1NC(=S)NCCc1ccccc1,-2,-30,-15,5,8,-1.5,-1,1.6,6
CCOC(=O)Cc1csc(NC(=O)CSc2nnc(C(C)C)n2C)n1,-6,-18,0,0,-15,1.3,6,0.7,-8
Cc1ccccc1-c1ccc(C=Nc2c(C)n(C)n(-c3ccccc3)c2=O)o1,12,-3,-7,22,-1,-0.66,-9,0.8,5
Cn1cc(CNC(=O)COc2ccc(Cl)cc2Cl)cn1,4,-12[20 µM],-9,-1,-41,0.12,-4,-0.5,2
CC1=CC2=NC(=O)/C(=C\c3cccn3CCOc3ccc(C)c(C)c3)C(=N)N2O1,5,-2,-18,3,21,0.59,-6,-0.6,1
COc1ccc(C2=[N+]([O-])C(C)(C)N(O)C2(C)C)cc1,-2,-16,-11,7,-15,0.84,-6,0.9,-3
c1ccn2cc(C34CC5CC(CC(C5)C3)C4)nc2c1,5,-27,-1,9,-29,/,/,1.3,-1
O=C(CCCCCCC(=O)c1ccccc1)c1ccccc1,-4,-27,-3,4,-25,0.68,12,1.6,0
O=C(Nc1ccc(Cl)cc1C(=O)Nc1ccccn1)c1ccco1,2,-15[20 µM],4,6,-6,-1.7,0,-1.1,-2
Cc1ccc(NC(=O)CSCc2n[nH]c(=O)[nH]2)c(Br)c1,-5,-12,-15,2,22,0.46,5,0.8,-3
O=C(NCCN1CCOCC1)Nc1ccc(Cl)cc1Cl,-6,-13[20 µM],-5,12,-8,-0.47,2,0.9,-6
Cc1nn(-c2ccccc2)c(C)c1/C=N/NC(=O)CSc1nc2ccccc2c(=O)n1-c1ccccc1,8,-15,-4,14,-80,0.69,8,-0.7,-1
Cn1nnnc1SCc1nc2ccccc2s1,12,-4,-5,20,-25,1.6,-2,-1.2,4
O=C(NN=C1CCN(Cc2ccccc2)CC1)c1ccccc1,-4,-9,6,-8,15,0.13,-4,0.2,-6
O=C1CC(N2CCN(c3ccccc3)CC2)C(=O)N1Cc1ccc(Cl)cc1 (stereo unspecified),-7,-20,-14,4,-32,-0.75,2,1.7,-7
O=c1cc(O)nc[nH]1,0,-14,4,6,2,-0.016,27,1.7,-1
